IMP-1 inhibitor = blocks Pseudomonas aeruginosa IMP-1 metallo-beta-lactamase; inhibition, % at 5.6 µM; actives 0.45% (n = 290,000); AID 1556; purified IMP-1, nitrocefin hydrolysis, epi-absorbance fluorescence;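 active means inhibition above the mean plus 3 SD of all compounds in the same screening run, cut at about 4.5% in these data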;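 further: 0% = IMP-1 with DMSO and 100% = DMSO wells lacking enzyme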
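Assay system: purified IMP-1; Quantity: IMP-1 0.2 nM before substrate addition; Medium: HEPES buffer pH 7.1 with ZnSO4 and Brij 35; Incubation: 15 min enzyme–compound preincubation, then 25 min nitrocefin reaction, 25 °C; Signal: fluorescence quenching readout, ex 480/em 530 nm; Controls: DMSO with and without IMP-1; Repeats: singlicate testing.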
PfM18AAP inh = PfM18AAP enzyme inhibition | recombinant PfM18AAP, H-Glu-NHMec fluorogenic cleavage | AID 1822 | inhibition, % at 7.35 µM | actives 1.2% (n = 290,000);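 active means inhibition above the campaign mean inhibition over all tested compounds plus 3 SD, cut at about 28% in these data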;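 further: 0% = plate median of test compound wells and 100% = 2 mM ZnCl2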
IDE cell inh = cellular human IDE inhibition | HEK cells, FAbetaB cleavage, fluorescence polarization | P14735 | inhibition, % at 5.59 µM | actives 0.41% (n = 320,000) | AID 434962;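 active means percent inhibition above the average of all tested compounds plus 3 SD, set per screening campaign, cut at about 16% in these data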;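 further: IDE supplied by intact live HEK cells; FP after avidin binding of uncleaved biotin substrate so inhibition keeps polarization high; 0% = DMSO wells and 100% = 60 µM reference IDE inhibitor Ii1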
Target sequence (P14735 whole entry, looked up): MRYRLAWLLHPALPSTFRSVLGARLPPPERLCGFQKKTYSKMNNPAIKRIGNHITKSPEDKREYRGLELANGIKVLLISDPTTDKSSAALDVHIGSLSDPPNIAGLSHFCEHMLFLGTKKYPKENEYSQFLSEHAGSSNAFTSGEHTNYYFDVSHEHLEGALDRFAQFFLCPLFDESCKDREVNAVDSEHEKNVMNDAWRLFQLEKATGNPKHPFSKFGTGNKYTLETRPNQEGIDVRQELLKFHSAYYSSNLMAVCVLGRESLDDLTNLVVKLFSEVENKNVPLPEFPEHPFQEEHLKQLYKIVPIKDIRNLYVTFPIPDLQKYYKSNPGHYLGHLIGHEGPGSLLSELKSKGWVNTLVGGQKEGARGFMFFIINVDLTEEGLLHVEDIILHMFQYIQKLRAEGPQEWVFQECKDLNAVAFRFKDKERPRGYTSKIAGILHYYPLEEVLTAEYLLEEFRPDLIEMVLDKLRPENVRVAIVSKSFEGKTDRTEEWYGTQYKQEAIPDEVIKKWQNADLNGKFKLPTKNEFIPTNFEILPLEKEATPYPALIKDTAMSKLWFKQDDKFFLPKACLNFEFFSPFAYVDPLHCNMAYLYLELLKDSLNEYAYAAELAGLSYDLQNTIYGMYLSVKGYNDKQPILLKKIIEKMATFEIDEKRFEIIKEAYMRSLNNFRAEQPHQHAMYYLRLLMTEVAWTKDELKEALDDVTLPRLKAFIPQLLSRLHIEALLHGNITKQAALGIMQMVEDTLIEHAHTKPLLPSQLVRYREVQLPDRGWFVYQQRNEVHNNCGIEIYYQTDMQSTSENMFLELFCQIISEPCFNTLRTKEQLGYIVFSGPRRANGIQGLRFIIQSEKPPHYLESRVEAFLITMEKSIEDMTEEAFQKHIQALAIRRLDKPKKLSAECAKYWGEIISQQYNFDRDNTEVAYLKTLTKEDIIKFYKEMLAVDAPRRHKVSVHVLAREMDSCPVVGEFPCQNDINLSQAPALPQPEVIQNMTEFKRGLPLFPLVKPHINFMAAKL
FID counter = counter-screen for HCV NS3 helicase inhibitors: DNA intercalator displacement | DNA fluorescent intercalator displacement, fluorescence | inhibition, % at 7.9 µM | actives 0.17% (n = 290,000) | AID 1845; in the data active means inhibition above about 37%;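 further: 0% = vehicle and 100% = reference compound; higher means more ethidium bromide displaced from hairpin DNA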
IDE act = IDE (human) activation, cell-based | actives 0.073% (n = 340,000) | HEK cells, FAbeta-B cleavage, fluorescence polarization; 0% vehicle, 100% cell-free pure enzyme wells | activation, % at 5.96 µM | AID 493087;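 active means activation above the mean of all tested compounds plus 3 SD, set per screening campaign, cut at about 17% in these data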
pCIP destab = lowers stability of the mouse p/CIP coactivator protein; Q05BA5; F442A p/CIP-EGFP cells, EGFP fluorescence, 16 h; decrease of EGFP signal, % at 10 µM; actives 0.01% (n = 290,000);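 active means EGFP signal decrease of at least 30% at 10 µM or well 3 SD below plate mean, unless failing retest; inactive means the rest, including hits failing retest or dose response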; further: some compounds called inactive have numbers as strong as hits; many of its hits are not listed in these tables
SUMO HTRF inh = blocks human SUMOylation mediated by UBC9. P63279. inhibition, % at 35 µM. HTRF SUMOylation assay, SAE1/SAE2 + UBC9, in vitro. actives 0.36% (n = 290,000). AID 2006; in the data active means inhibition above about 50%, passing the limit was not always enough; further: strong numbers were not always called active
VIM-2 inh = inhibitors of Pseudomonas aeruginosa VIM-2 metallo-beta-lactamase. inhibition, % at 5.6 µM. actives 0.89% (n = 290,000). AID 1527. purified VIM-2, nitrocefin hydrolysis, epi-absorbance fluorescence;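 active means inhibition above the mean of all tested compounds plus 3 SD, cutoff set per screening run, cut at about 7.5% in these data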;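 further: red hydrolysis product quenches plate fluorescence so inhibitors raise well fluorescence; 0% = enzyme with DMSO and 100% = DMSO without enzyme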
NS3 helicase inh = HCV NS3 helicase inhibition | NS3 helicase DNA unwinding, Cy5 molecular beacon fluorescence | inhibition, % at 10.9 µM | actives 0.56% (n = 290,000) | AID 1800;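 active means inhibition above the mean of all tested compounds plus 3 SD, set per campaign, cut at about 35% in these data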;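 further: 0% = DMSO wells and 100% = thioflavine S control wells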
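System: HCV NS3 helicase fragment; control set: DMSO and thioflavine S; technique: Cy5 fluorescence at 0 and 60 min, beacon hairpin quenching; reagent: beacon DNA duplex substrate plus ATP; replicates: singlicate; schedule: 1 h reaction at 25 °C, ATP-initiated; medium: MOPS buffer pH 6.5 with MgCl2, DTT, Tween20, BSA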
* = called active by the depositor; x = not tested or not shown. Random draw from the library. About 3.6% of those tested had a hit in this group.

molecule,IMP-1 inhibitor,PfM18AAP inh,IDE cell inh,FID counter,IDE act,pCIP destab,SUMO HTRF inh,VIM-2 inh,NS3 helicase inh
COCCN(C(=O)C(C)C)c1nnc(-c2cccc(C)c2)s1,-2.8,2,-1,-27,4,-19,10,-2.2,4
CCOC(=O)CC(NC(=O)CCc1c(C)nc2nc(C)nn2c1C)c1ccc(C)cc1 (configuration not stated),1.0,-9,8,-12,-1,14,9,-0.3,-5
Cc1ccc(-n2nc3ccc(NC(=O)c4cccc([N+](=O)[O-])c4C)cc3n2)cc1,-2.6,-11,1,3,-1,4,5,1.0,-10
Fc1ccc(NC(=S)NCc2cccnc2)cc1,-1.6,12,2,1,4,33,-3,0.3,-14
Cc1ccc(NC2CCCN(C(=O)c3ccc(C)c(N4CCNC4=O)c3)C2)cc1C (configuration not stated),-1.9,12,4,-42,0,-13,5,-2.2,-4
Cc1nc([N+](=O)[O-])c(C(=O)OCc2ccccc2Br)n1C,-2.4,2,5,1,2,0,-19,-1.7,0
CCN(CCCNS(=O)(=O)c1cc(-c2cc(C)no2)ccc1C)Cc1ccccc1,-1.1,3,-2,12,8,9,12,-0.5,-43
Clc1ccc(Cn2ccc3ccccc32)cn1,0.1,0,-7,-2,6,-10,-1,2.3,-12
COc1ccccc1NC(=O)NNC(=O)CN1C(=O)COc2ccccc21,-0.4,-6,3,-16,1,-3,0,-1.5,-4
Cc1ccc(N2CCN(/N=C/c3sccc3C)CC2)cc1,-2.9,-1,3,-4,5,5,-1,-2.5,-9
CSc1ncccc1C(=O)OCC(=O)N(CC(C)C)c1c(N)n(Cc2ccccc2)c(=O)[nH]c1=O,-1.1,-4,-3,-22,1,-8,19,-1.2,4
CCCOc1ccc(S(=O)(=O)N2C(=O)CC(=O)N(Cc3ccc(OCC)cc3)C2=O)cc1,-3.1,4,0,-32,x,-30,-2,-0.6,29
COc1ccc(/C=C/C2=NN(Cc3ccccc3)C(=O)CC2)cc1,-1.1,-6,5,-25,4,38,6,0.0,4
COc1cccc(-c2nnn(C/C(N)=N/O)n2)c1,2.2,0,4,2,-6,1,-13,1.1,-19
CCCC(=O)Nc1ccc(Cl)c(NC(=S)NC(=O)c2ccco2)c1,-2.6,4,-1,-14,0,-5,-11,-3.9,10
O=C(NCc1ccccn1)c1cc(S(=O)(=O)N2CCN(c3ccccc3)CC2)ccc1Cl,-0.2,4,0,-27,6,-3,15,-1.0,-19
Cc1scc(C(=O)N/N=C/c2ccsc2)c1C,-0.6,-18,-2,-5,-2,-3,-3,-1.9,5
Cc1ccc(C#N)c(SCC(=O)Nc2nccs2)n1,-1.3,-5,2,-2,-2,2,-8,-1.5,-9
COc1ccc(S(=O)(=O)N2CCC(C(=O)NC3CCCCC3)CC2)cc1C,3.0,1,-9,-33,-2,-2,2,-2.7,-13
COc1ccccc1NC(=O)C1CC(=O)OC1c1ccccc1 (configuration not stated),-1.6,-5,-1,0,2,-2,11,-3.7,-4
COC(=O)c1cc(=O)n(Cc2cccs2)c(=Nc2ccccc2)s1,-0.1,-6,-1,1,6,5,4,0.4,8
Cc1ccccc1-c1nc(CN2CCC(C(=O)N3CCN(c4ccccn4)CC3)CC2)c(C)o1,-2.2,-1,0,13,-5,3,11,2.2,-32
COc1cccc(C(=O)NCc2ccc3c(c2)cc(C)n3C)c1,-2.5,16,11,-23,4,-13,-5,-2.2,6
O=C(O)CSc1nnc(-c2cccs2)n1-c1ccc(Cl)cc1,-2.5,1,2,-32,-6,5,0,-1.1,5
C/C(=N\NC(=O)c1cc(C)[nH]n1)c1cccs1,-0.2,-6,1,-4,0,5,13,-0.7,0
Cc1c(C(=O)/C=C/N(C)C)nnn1-c1ccc(Cl)cc1C#N,-2.8,-6,3,-19,6,-15,19,-1.9,12
COc1ccc(CN2CCCC(C(=O)c3cccc(C(F)(F)F)c3)C2)cc1O (configuration not stated),-1.9,2,5,11,5,-6,-3,-2.4,-3
CCN(CC(=O)NCc1ccc(Cl)cc1)C(=O)c1cc2ccccc2o1,-0.8,0,-5,-25,1,-6,9,-0.3,0
CCOc1ccc(Cl)cc1S(=O)(=O)N1CCC(C(=O)NCC2CCCO2)CC1 (configuration not stated),-3.9,-6,5,-19,3,9,18,1.6,0
COc1ccc(C2C(C(=O)NCC3CCCO3)CCC(=O)N2c2ccc3c(c2)OCO3)cc1 (configuration not stated),-2.5,3,1,-11,5,4,20,-5.3,6
Nc1nc(Cl)cc(Oc2ccc([N+](=O)[O-])cc2)n1,-3.9,4,-1,1,-1,0,-16,-2.7,-3
Cc1ccc(-c2ocnc2C(=O)Nc2nc(C)cs2)cc1,-3.5,4,6,-20,-2,-16,11,-4.4,12
CC1CCN(CCNC(=O)C2CCCN(c3ncnc4c3nc3n4CCCCC3)C2)CC1 (configuration not stated),-2.2,-14,1,11,7,0,22,7.0,-7
FC(F)(F)c1cccc(CNC2CCN(Cc3ccccc3)CC2)c1,-4.0,-6,5,28,5,-20,6,-4.7,-29
O=C(C1=C[C@@H](c2ccc(Br)cc2)C[C@@H](OCCCCO)O1)N1CCOCC1,-1.0,3,4,-27,0,-11,13,-4.6,1
CC(CN1CCCCC1)OC(=O)c1ccccc1Cl (configuration not stated),-4.2,-9,-7,7,4,-1,0,-1.7,13
O=C(c1cc(COc2ccc(F)cc2Cl)on1)N1CCN(C2CCCCC2)C(=O)C1,-2.3,5,1,-54,7,-11,-1,-2.7,-15
COc1cccc(C2NC(CC(C)C)(C(=O)O)C3C(=O)N(Cc4ccccc4)C(=O)C23)c1O (configuration not stated),-4.2,2,-2,-13,0,-2,17,-1.8,2
Cc1[nH]n(-c2ccccc2)c(=O)c1S(=O)(=O)c1ccccc1,-5.8,-4,-5,-11,5,-3,8,0.2,-3
COc1ccc(CNC(=O)CN2C(=O)C3C4C=CC(C4)C3C2=O)cc1 (configuration not stated),-3.3,1,3,-3,4,-6,0,1.1,1

Continued (three carried over from the part before).
molecule,IMP-1 inhibitor,PfM18AAP inh,IDE cell inh,FID counter,IDE act,pCIP destab,SUMO HTRF inh,VIM-2 inh,NS3 helicase inh
COc1cccc(C2NC(CC(C)C)(C(=O)O)C3C(=O)N(Cc4ccccc4)C(=O)C23)c1O (configuration not stated),-4.2,2,-2,-13,0,-2,17,-1.8,2
Cc1[nH]n(-c2ccccc2)c(=O)c1S(=O)(=O)c1ccccc1,-5.8,-4,-5,-11,5,-3,8,0.2,-3
COc1ccc(CNC(=O)CN2C(=O)C3C4C=CC(C4)C3C2=O)cc1 (configuration not stated),-3.3,1,3,-3,4,-6,0,1.1,1
O=C(COc1ccccc1)NC1CCN(Cc2ccccc2)CC1,-6.1,-1,0,-2,5,-8,14,-2.2,-3
C(=N\N=C\c1ccccc1)/c1ccccc1,-0.3,-14,0,-3,0,-8,22,0.1,4
COc1cc(/C=C(\C#N)C(=O)NCC2CCCO2)ccc1OCC(=O)O (configuration not stated),-1.4,3,-2,-3,x,-5,16,-1.8,-6
CC(=O)c1cccc(NC(=O)NCCc2c[nH]c3ccccc23)c1,0.5,0,9,-4,7,-1,8,0.5,10
Cc1ccccc1CNS(=O)(=O)c1c(C(=O)N2CCCC2)c(C)n(C)c1C,-3.0,-2,2,-17,0,5,7,-7.3,-3
COc1ccc(C(=O)c2coc3ccc(O)c(CN4CCOCC4)c23)cc1,-5.4,7,1,3,-3,-7,-6,-4.7,1
O=C(c1cc(COc2cccc(C(F)(F)F)c2)on1)N1CCC(Oc2cccnc2)CC1,-0.5,-2,2,-50,1,-8,-14,-1.7,-20
Cc1cc(S(=O)(=O)N2CCOCC2)c(C)s1,-1.4,-2,-3,-5,10,-16,8,-2.2,11
COC(=O)c1ccc(NC(=O)c2ccc3c(c2)OCO3)cc1,-1.8,1,1,-7,2,11,-21,-7.1,-1
Cc1ccc(C2=NN(C(=S)Nc3ccccc3)C(c3ccco3)C2)cc1 (configuration not stated),-4.8,12,1,-9,1,6,-18,-4.1,14
CC(C)NC(=O)c1ccc(CN2CCc3ccccc3C2)cc1,-3.5,2,x,-8,3,-6,-5,-2.1,-3
Cc1cccc(Nc2nc(CC(=O)O)cs2)c1,0.6,-2,0,-3,-7,13,-14,-1.5,2
Cc1ccc(NC(=O)c2ccc(S(=O)(=O)NCc3cccnc3)cc2)cc1C,-2.3,2,2,-21,1,-4,-2,-2.6,6
COc1cc(C2c3c([nH]c(=O)[nH]c3=O)Nc3ccc4ccccc4c32)cc(OC)c1OC (configuration not stated),-2.1,-2,3,-22,4,-4,77*,-1.6,12
O=C(NC(=S)Nc1cccc(-c2ccc(CO)o2)c1)c1cccs1,-2.7,8,6,-12,1,-9,7,-3.6,3
COC(=O)CSC1=C(C#N)C(=O)NC(c2ccccc2)S1 (configuration not stated),-1.6,10,0,2,6,0,-5,-0.8,-1
O=C(CC1OC(=O)c2ccccc21)Nc1cccc(S(=O)(=O)N2CCCCCC2)c1 (configuration not stated),-0.7,-9,-5,-20,0,-1,9,-1.2,-12
CCS(=O)(=O)c1ccc(O)c(N2C(=O)C3C4C=CC(C4)C3C2=O)c1 (configuration not stated),-3.0,4,-1,0,2,-19,14,-3.5,1
O=C(c1c(Cl)nc2sccn12)N1CCCc2ccccc21,-2.5,-2,0,-2,1,9,-9,-4.4,-7
O=C1CCC(=O)N1c1cccc(-c2nc3ccccc3o2)c1,x,x,2,x,2,-6,13,x,x
OC(CN1CCOCC1)Cn1c2ccccc2c2ccccc21 (configuration not stated),3.0,4,-4,6,-1,-1,-4,0.7,-7
O=C(Cn1cnc2c(nnn2Cc2ccc(F)cc2)c1=O)Nc1ccc2c(c1)OCCO2,-1.8,2,-4,-8,-3,0,44,-2.1,-5
CN1CCc2c(sc3c2C(=O)NC(c2cccc(OC(=O)c4cccs4)c2)N3)C1 (configuration not stated),-1.2,8,11,5,-9,-11,21,-2.5,5
CC1CCC(NS(=O)(=O)c2ccc3c(c2)n(C)c(=O)c(=O)n3C)CC1 (configuration not stated),-2.7,-14,6,-12,2,-11,22,-3.8,10
Cc1nc2ccccc2cc1C(=O)Nc1ccccc1Cl,-2.4,-9,0,-3,1,9,-2,2.7,6
Cc1cc(C)nc(N/N=C/c2ccccc2Cl)n1,-1.3,4,-2,-9,x,-3,20,0.7,5
CCN1CCN(C(=O)c2cnn3c(C(F)F)cc(-c4ccc(C)cc4)nc23)CC1,-2.7,7,7,-1,2,-27,23,2.6,-3

Assay outcomes (PubChem BioAssay)
